Screens (PubChem BioAssay)
FXIa inh 1536 = inhibitors of human coagulation factor XIa | P03951 | purified FXIa, Boc-Glu-Ala-Arg-AMC fluorogenic substrate | inhibition, % at 5 µM | 220,000 compounds, 0.14% hits | AID 798;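 active means inhibition of at least 40%; inactive means inhibition below 40%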;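 further: fluorescence of freed AMC excited at 355 nm; 0% = enzyme without compound and 100% = no enzyme blank; many of its hits are not listed in these tables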
Mdm2 ligase inh = Mdm2 E3 ligase (human) inhibition; cell-based MDM2 ubiquitination luciferase reporter, 2 h; 0 = plate control, 100 = twice control, blank-subtracted; signal enhancement, % at 5 µM; 210,000 compounds, 0.11% hits; AID 1230;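 active means signal enhancement of 30% or more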;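 further: luminescence tracks abundance of the self-degrading MDM2-luciferase fusion protein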
Target sequence (Q00987 whole entry, looked up, the tested form may be a part): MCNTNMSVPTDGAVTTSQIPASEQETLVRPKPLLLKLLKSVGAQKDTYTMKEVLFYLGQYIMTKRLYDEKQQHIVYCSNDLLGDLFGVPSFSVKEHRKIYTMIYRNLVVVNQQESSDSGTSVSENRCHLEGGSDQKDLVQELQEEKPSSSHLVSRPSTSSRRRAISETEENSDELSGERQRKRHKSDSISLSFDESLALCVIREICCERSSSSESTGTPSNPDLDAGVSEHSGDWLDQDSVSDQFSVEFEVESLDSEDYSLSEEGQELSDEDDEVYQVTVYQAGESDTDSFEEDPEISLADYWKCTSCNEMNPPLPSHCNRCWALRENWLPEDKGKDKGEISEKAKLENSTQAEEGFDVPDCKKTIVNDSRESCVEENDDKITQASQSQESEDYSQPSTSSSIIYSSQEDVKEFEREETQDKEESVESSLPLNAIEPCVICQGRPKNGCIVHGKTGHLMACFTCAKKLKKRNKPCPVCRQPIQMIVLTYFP
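Test system: mammalian cells stably expressing self-ubiquitinating, self-degrading MDM2 E3–luciferase fusion; Amount: 2000 cells in each well; Medium: DMEM; Schedule: 4 h settle plus 2 h compound, 37 °C; Technique: SteadyLite luciferase luminescence after 15 min room-temperature reagent incubation; Benchmarks: plate control and blank wells.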
FXIIa inh 1536 = inhibitors of human coagulation factor XIIa. P00748. AID 800. inhibition, % at 5 µM. purified FXIIa, Boc-QGR-AMC fluorogenic substrate, 2 h. 220,000 compounds, 0.3% hits; in the data active means inhibition above about 40%;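 further: 0% = enzyme with no compound and 100% = blank without enzyme; many of its hits are not listed in these tables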
14-3-3 Bad inh = disrupts binding of bovine 14-3-3 zeta to phospho-Bad peptide; P63103; TR-FRET 14-3-3zeta/Dy647-pBad peptide displacement, 1 h; inhibition, % at 21.7 µM; 220,000 compounds, 0.71% hits;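 active means inhibition above about 70%, limit read from the data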;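 further: 0% = full 14-3-3 plus peptide FRET controls and 100% = background without 14-3-3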
Target sequence (P63103 whole entry, looked up): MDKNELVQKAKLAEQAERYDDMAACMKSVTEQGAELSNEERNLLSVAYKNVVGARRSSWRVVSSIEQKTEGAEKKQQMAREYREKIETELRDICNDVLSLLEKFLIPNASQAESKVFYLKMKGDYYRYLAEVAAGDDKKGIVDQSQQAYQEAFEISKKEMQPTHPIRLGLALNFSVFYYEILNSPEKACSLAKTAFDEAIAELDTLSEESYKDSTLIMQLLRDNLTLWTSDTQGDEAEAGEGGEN
p97 ATPase inh = inhibitors of human p97 ATPase. inhibition, % at 8 µM. 220,000 compounds, 0.42% hits. AID 1481. recombinant p97 ATPase, Kinase-Glo ATP luminescence, 3 h. P55072; in the data active means inhibition above about 15%;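 further: 0% = DMSO vehicle and 100% = wells lacking enzyme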
eIF4E-4G inh = eIF4E/eIF4G interaction inhibition in translation initiation | P63073+Q04637 | TR-FRET eIF4E-eIF4GI(517-606) binding, 2 h | inhibition, % at 21.7 µM | 220,000 compounds, 0.37% hits;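 active means inhibition above about 30%, limit read from the data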;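 further: 0% = full FRET control wells and 100% = background wells lacking eIF4GI fragment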
Wee1 stabilizer = human Wee1 degradation inhibition, primary screen; P30291; HeLa Luc-Wee1K328M stability, luciferase luminescence; 100% = proteasome inhibitor MG132 effect; reporter increase, % at 5 µM; 220,000 compounds, 1.2% hits; AID 1321;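 active means activation above the mean of all tested compounds plus 3 SD, set per screening run, cut at about 8.8% in these data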;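 further: cells exposed to compound for 20 h before luminescence read; 0% = DMSO alone and 100% = MG132 at 30 µM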
KLK5 inh = kallikrein 5 (human) inhibition. Q9Y337. recombinant hK5, fluorogenic AMC substrate cleavage. inhibition, % at 5 µM. 210,000 compounds, 0.59% hits. AID 873;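 active means inhibition of 40% or more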;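 further: 0% = enzyme controls without compound and 100% = no-enzyme blanks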
Rad51 HR inh = blocks human Rad51 in homologous recombination; Q06609; hRad51 DNA strand exchange, fluorescence dequenching; inhibition, % at 10 µM; 200,000 compounds, 0.085% hits;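 active means inhibition above 40% at the single screening dose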;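 further: 0% = DMSO control wells and 100% = blanks with heterologous ssDNA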
Target sequence (Q06609 whole entry, looked up): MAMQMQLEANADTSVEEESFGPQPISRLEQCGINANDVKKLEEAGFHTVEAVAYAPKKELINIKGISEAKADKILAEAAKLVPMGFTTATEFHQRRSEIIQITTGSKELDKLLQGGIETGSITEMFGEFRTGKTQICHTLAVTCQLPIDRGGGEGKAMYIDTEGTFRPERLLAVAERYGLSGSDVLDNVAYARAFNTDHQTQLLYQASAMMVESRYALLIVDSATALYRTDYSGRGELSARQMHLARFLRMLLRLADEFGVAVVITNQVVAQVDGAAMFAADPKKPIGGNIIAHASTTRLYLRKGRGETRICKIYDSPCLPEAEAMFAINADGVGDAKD
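Assay system: Human Rad51 nucleoprotein filaments preassembled on unlabelled ssDNA | Reagent: Donor/quencher-labelled 47-bp dsDNA substrate | Doses: One concentration, 10 µM final | Times: 37 °C 15-min filament assembly, 30-min compound preincubation, 15-min exchange | Technique: Fluorescein emission 520 nm, excitation 485 nm | Benchmarks: Plate control and blank wells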
An asterisk follows results filed as active; / = no result given; [ ] = dose if it differs, or a comment.

Start of the data: the first nine entries, ahead of the listing:
cpd	Compound	FXIa inh 1536	Mdm2 ligase inh	FXIIa inh 1536	14-3-3 Bad inh	p97 ATPase inh
1	COc1ccc(-c2nnc(SCC(=O)NC(=O)NCc3ccccc3)o2)cc1	-3	-12	3	5	-2
2	Cc1c(/C=N/O)c2ccccn2c1C=O	-7	-7	-2	-7	5
3	Cc1cc(SCC(=O)OCC(=O)NC(C)c2ccccc2)c(C)cc1Br (stereo not drawn)	3	3	7	-3[fluorescence artefact?]	-1
4	O=C(NCCN1CCOCC1)c1ccc2c(c1)ncn2C1CCCC1	7	/	10	5[fluorescence artefact?]	1
5	Cc1ccc(O)c(NC(=O)c2cc([N+](=O)[O-])ccc2Cl)c1	-3	1	7	-2	2
6	O=C(O)C(=O)/C(=C\c1cccc2ccccc12)c1ccc2ccccc2n1	2	9	14	-12	0
7	CC(C)(C)NC(=O)C(c1ccccc1)N(C(=O)C1CSC(=O)C1)c1ccccc1 (stereo not drawn)	1	5	11	3[fluorescence artefact?]	-3
8	CCn1c(SCC(=O)c2c(N)n(C)c(=O)n(C)c2=O)nnc1-c1ccccc1	0	-5	7	-14	4
9	O=C(NCC(c1cccnc1)N1CCN(c2ccccc2F)CC1)c1ccccc1 (stereo not drawn)	5	-26	13	13[fluorescence artefact?]	-2

cpd	eIF4E-4G inh	Wee1 stabilizer	KLK5 inh	Rad51 HR inh
1	-10	2	-2	-6
2	1	-2	-1	9
3	12[fluorescence artefact?]	-1	-14	1
4	2	1	-8	/
5	1	11*	1	7
6	1	0	-8	-41
7	3	2	-19	7
8	-1[fluorescence artefact?]	1	-2	/
9	5	-1	-4	2

All compounds of this part, repeating the preview:
cpd	Compound	FXIa inh 1536	Mdm2 ligase inh	FXIIa inh 1536	14-3-3 Bad inh	p97 ATPase inh
1	COc1ccc(-c2nnc(SCC(=O)NC(=O)NCc3ccccc3)o2)cc1	-3	-12	3	5	-2
2	Cc1c(/C=N/O)c2ccccn2c1C=O	-7	-7	-2	-7	5
3	Cc1cc(SCC(=O)OCC(=O)NC(C)c2ccccc2)c(C)cc1Br (stereo not drawn)	3	3	7	-3[fluorescence artefact?]	-1
4	O=C(NCCN1CCOCC1)c1ccc2c(c1)ncn2C1CCCC1	7	/	10	5[fluorescence artefact?]	1
5	Cc1ccc(O)c(NC(=O)c2cc([N+](=O)[O-])ccc2Cl)c1	-3	1	7	-2	2
6	O=C(O)C(=O)/C(=C\c1cccc2ccccc12)c1ccc2ccccc2n1	2	9	14	-12	0
7	CC(C)(C)NC(=O)C(c1ccccc1)N(C(=O)C1CSC(=O)C1)c1ccccc1 (stereo not drawn)	1	5	11	3[fluorescence artefact?]	-3
8	CCn1c(SCC(=O)c2c(N)n(C)c(=O)n(C)c2=O)nnc1-c1ccccc1	0	-5	7	-14	4
9	O=C(NCC(c1cccnc1)N1CCN(c2ccccc2F)CC1)c1ccccc1 (stereo not drawn)	5	-26	13	13[fluorescence artefact?]	-2
10	CCCCc1nc2ccccc2c(=O)n1NC(=O)c1c(O)c2ccccc2n(C)c1=O	-5	-19	5	-14	4
11	COC(=O)c1ccc2c(c1)NC(=O)CS2	-5	-6	7	-2	-1
12	CN1CCC2(CC1)N=C(c1ccc(F)cc1)C(=S)N2C(=O)c1ccc(C(C)(C)C)cc1	6	-8	3	12[fluorescence artefact?]	4
13	Cc1cc(C(C)(C)C)cc(S(=O)(=O)Nc2ccc(O)c(C(=O)O)c2)c1C	-15	-5	13	14	-1
14	CC(C)Cn1c(SCC(=O)NC2CCCc3ccccc32)nc(O)cc1=O (stereo not drawn)	4	-12	15	-12[fluorescence artefact?]	6
15	Cc1ccccc1NC(=O)CC1SC(=Nc2ccc(O)cc2)NC1=O (stereo not drawn)	2	-14	15	2	2

cpd	eIF4E-4G inh	Wee1 stabilizer	KLK5 inh	Rad51 HR inh
1	-10	2	-2	-6
2	1	-2	-1	9
3	12[fluorescence artefact?]	-1	-14	1
4	2	1	-8	/
5	1	11*	1	7
6	1	0	-8	-41
7	3	2	-19	7
8	-1[fluorescence artefact?]	1	-2	/
9	5	-1	-4	2
10	-1	8	-2	-4
11	0	-4	-3	5
12	9	1	-6	-3
13	-2[fluorescence artefact?]	0	7	3
14	-4	0	-1	6
15	9	6	-2	13

Next section:
cpd	Compound	FXIa inh 1536	Mdm2 ligase inh	FXIIa inh 1536	14-3-3 Bad inh	p97 ATPase inh
16	O=C(NNC(=O)c1ccccc1[N+](=O)[O-])Nc1ccc(Cl)cc1	-1	-10	7	-5	7
17	COc1ccccc1N(CC(=O)Nc1cc(C)on1)S(=O)(=O)c1ccc(Cl)cc1	3	-12	12	20	-1
18	COc1ccc(NC(=O)N2CCCC(C(=O)NC(C)C)C2)cc1 (stereo not drawn)	3	0	7	-1	3
19	Cc1cc(F)ccc1S(=O)(=O)Nc1ccccc1C(=O)Nc1ncn[nH]1	0	13	-2	20	-6
20	Cc1ccccc1CN1C2=NCCN2c2ccccc21	-6	-15	4	0	-1
21	OCCNc1nc(-c2cccnc2)nc2ccccc12	-4	-16	9	10	10
22	COC(=O)c1ccc(NC(=O)COC(=O)c2nc3nccc(C)n3n2)cc1	-4	-11	6	-12	4
23	CC1Cc2ccccc2N1S(=O)(=O)c1cccc(C(=O)OCC(=O)NCc2ccco2)c1 (stereo not drawn)	6	-10	7	4	5
24	COc1ccc(C/C(N)=N/O)cc1	13	9	18	-6	5
25	COc1ccc(N(CC(=O)NCc2ccc3c(c2)OCO3)C(=O)CCC(=O)Nc2ccccn2)cc1	0	-32	6	-13	2
26	COC(=O)c1sc(NC(=O)COc2cccc3ccccc23)nc1C	16	-11	25	12	3
27	O=C(O)CCc1nn2c3ccccc3n(CCN3CCCCC3)c2nc1=O	-2	-13	7	11	-7
28	COc1ccc(C(=O)/C=C/c2ccc(C)cc2)c(OC(=O)c2ccc([N+](=O)[O-])cc2)c1	2	-9	14	7[fluorescence artefact?]	3
29	CCc1ccc(NS(=O)(=O)c2ccc3[nH]cc(C(=O)N4CCCCC4)c(=O)c3c2)cc1	2	-12	7	31	2
30	CC(Cc1ccccn1)NC(=O)CCc1nnc(C2CCCCC2)o1 (stereo not drawn)	0	-14	8	-6	0

cpd	eIF4E-4G inh	Wee1 stabilizer	KLK5 inh	Rad51 HR inh
16	3	-2	0	-24
17	-10	2	-22	7
18	2	0	-6	5
19	-4	0	1	8
20	2	-2	-8	-4
21	0	-1	9	-8
22	-2	-3	-8	22
23	8	-1	-5	16
24	12[fluorescence artefact?]	2	-7	4
25	0	1	4	3
26	2	4	1	3
27	3	3	-11	-3
28	-5	0	-1	2
29	5	-2	-5	0
30	1	4	/	/

Continued.
cpd	Compound	FXIa inh 1536	Mdm2 ligase inh	FXIIa inh 1536	14-3-3 Bad inh	p97 ATPase inh
31	COC(=O)C12CC3CC(C1)CC(n1cnc(Cl)n1)(C3)C2	8	-3	18	-11	2
32	CCN(CC)S(=O)(=O)c1cccc(-c2nnc(SCC(=O)NC3CCCCCC3)n2N)c1	5	-15	14	1	0
33	O=C(CSc1nnc(Cc2cccs2)n1Cc1ccco1)Nc1cccc(Cl)c1	8	-15	21	4	-3
34	O=S(=O)(Nc1cccc2c1CCCC2)c1ccc(Cl)cc1	9	-3	11	7	0
35	CCOc1ccc(N=C2NN=C(c3cc(C)n(CC4CCCO4)c3C)CS2)cc1 (stereo not drawn)	30	-18	36	-19	0
36	CC1CCCCC1NC(=O)COC(=O)/C=C/c1ccc2c(c1)OCO2 (stereo not drawn)	7	-8	4	-12	-3
37	CCOc1ccc2nc(Cl)c(/C=C/C(=O)c3ccco3)cc2c1	-3	-11	3	-2	4
38	O=C(CSc1nnc(-c2ccncc2)o1)NC1C2CC3CC(C2)CC1C3 (stereo not drawn)	-5	0	2	-7	-6
39	CCCCCCCC(=O)N/N=C(\C)c1cccnc1	1	-12	9	-1	0
40	CCOC(=O)c1cn(CC(=O)Nc2cccc(Cl)c2C)nn1	-6	-11	4	4	1
41	CCOc1ccccc1C1C2C(=O)N(c3ccccc3)C(=O)C2ON1c1ccccc1 (stereo not drawn)	12	5	24	17	5
42	COC(=O)c1cccnc1-n1c(=O)c2cccnc2n(Cc2cccc(C(F)(F)F)c2)c1=O	-5	1	1	-13	3
43	COC(=O)c1ccc2c(=O)n(CC3CCCO3)c(SCC(=O)Nc3ccc(OC)cc3OC)nc2c1 (stereo not drawn)	1	/	6	12	6
44	c1ccc(Cc2nnc3sc(-c4cccs4)nn23)cc1	-17	-15	-11	-4	2
45	O=C(C1=C[C@@H](c2ccc(C(F)(F)F)cc2)C[C@@H](OCc2ccc(CO)cc2)O1)N1CCOCC1	1	/	4	30	-1

cpd	eIF4E-4G inh	Wee1 stabilizer	KLK5 inh	Rad51 HR inh
31	3	-3	-10	-3
32	-12	2	-2	5
33	3	2	-3	2
34	3	3	-8	/
35	-4	6	45*	-4
36	-3[fluorescence artefact?]	-3	-11	-5
37	-21	-3	-5	3
38	8[fluorescence artefact?]	-1	-17	9
39	4	-2	-8	0
40	6	-2	-11	4
41	15	-1	-3	0
42	2	-2	-3	7
43	5	0	7	-11
44	7	-2	-15	-5
45	0	2	-1	3

The results go on:
cpd	Compound	FXIa inh 1536	Mdm2 ligase inh	FXIIa inh 1536	14-3-3 Bad inh	p97 ATPase inh
46	COc1cccc(/C=N/n2cnc3cc(C)c(C)cc32)c1OC	2	-76	7	20	-3
47	Cc1ccoc1C(=O)NCCCNC(=O)c1occc1C	-11	-24	14	0	5
48	O=C(CCCSc1nc2sc3c(c2c(=O)[nH]1)CCC3)NCCCO	2	-7	-9	3	5
49	Nc1c(-c2ccccc2)c(CN2CCOCC2)nn1-c1cccc([N+](=O)[O-])c1	-4	4	4	-2	7
50	CCc1nnc(NC(=O)C2CC(=O)N(Cc3ccco3)C2)s1 (stereo not drawn)	-1	-5	13	-7	5
51	O=C(CSc1nnc(-c2ccccc2F)n1CCc1ccccc1)Nc1ccc2[nH]c(=O)[nH]c2c1	3	-8	10	-14	1
52	CCSc1nc2ccccc2n1CCOc1ccccc1	4	-8	6	-2[fluorescence artefact?]	0
53	COc1ccc(OC)c(-c2cc(C3CCN(c4cc(Cl)nc(N)n4)CC3)[nH]n2)c1	-12	-5	-16	1	1
54	COc1ccc(C(=O)Nc2ccc(S(=O)(=O)N3CCCC3)cc2)c(OC)c1	13	-16	10	-11	-4
55	CC1=NN2C(=N)/C(=C\c3ccc(SCc4ccccc4)o3)C(=O)N=C2S1	2	-6	15	/	2
56	O=C1CC(N2CCC(O)(c3ccc(Cl)cc3)CC2)C(=O)N1 (stereo not drawn)	0	-6	16	-3[fluorescence artefact?]	7

cpd	eIF4E-4G inh	Wee1 stabilizer	KLK5 inh	Rad51 HR inh
46	0	-2	2	15
47	3	-1	5	-2
48	2	-1	-2	3
49	2	0	-3	4
50	6	1	-2	-1
51	-3[fluorescence artefact?]	6	-23	-3
52	1	6	-13	4
53	4	1	11	/
54	-6	-3	2	-8
55	/	0	-1	-11
56	2[fluorescence artefact?]	1	1	-6
